uPA surface inh: cell surface uPA generation inhibition | cell surface uPA generation assay, qHTS | Potency, µM (titrated, usually from 38.3 µM), for inactives: at the highest dose activity change, negative = inhibition, actives largely listed as inhibitors | 330,000 tested, 0.31% active | AID 540303; active means well fitted inhibition curve with a large enough effect; inconclusive means small, poorly fitted or top-dose-only effect; inactive means no such curve, though single readings can be large or run the other way; tested in mouse RAW 264.7 cells; further: potency means the concentration at half of the fitted maximal effect; on the % scale 0 is the no-effect control and ±100 the full control effect; nearly all actives have a fitted effect of over 55% in size
PTAP TSG101 blk: blocks PTAP/TSG101 interaction to inhibit HIV-1 budding. Fluorescence polarization, FITC-PTAP peptide / Tsg101 binding. 340,000 tested, under 10 active. Potency, µM (top dose mostly 115 µM), for inactives: at the highest dose activity change, negative = inhibition, hits mostly inhibitors; active means well fitted inhibition curve with a large enough effect in the main read-out, with a control signal flat, not every such curve was filed as active; inconclusive means small, poorly fitted or top-dose-only effect, or effect the other way, or a change in a side signal; inactive means no such curve, though single readings can be large or run the other way; further: potency means the concentration at half of the fitted maximal effect; % of control where 0% means no effect
Target sequence (Q99816 whole entry, looked up): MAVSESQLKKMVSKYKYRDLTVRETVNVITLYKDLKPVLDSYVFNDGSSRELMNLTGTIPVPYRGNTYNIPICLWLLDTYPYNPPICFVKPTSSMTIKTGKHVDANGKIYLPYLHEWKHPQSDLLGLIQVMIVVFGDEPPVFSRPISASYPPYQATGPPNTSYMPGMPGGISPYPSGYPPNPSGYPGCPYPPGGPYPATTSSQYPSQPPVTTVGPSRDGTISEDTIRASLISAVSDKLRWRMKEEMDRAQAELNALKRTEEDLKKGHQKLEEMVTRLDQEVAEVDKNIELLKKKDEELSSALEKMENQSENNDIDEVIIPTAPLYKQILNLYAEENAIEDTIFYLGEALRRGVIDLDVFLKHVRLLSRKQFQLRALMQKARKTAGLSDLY
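Steps: Tsg101 binding domain dispensed (10 uM final), compounds pinned in DMSO, FITC-labeled PTAP-motif peptide added (50 nM final); after 20 min binding at room temperature, polarization measured.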
TSHR antag: blocks TSH signaling through the human TSH receptor; 330,000 tested, 0.2% active; activity change, negative = inhibition, % at 11.5 µM; P16473; TSHR-expressing cells, TSH-stimulated cAMP HTRF, 2 h; stronger effect = lower value; AID 504810;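 active means activity change below a set negative limit, meaning inhibition stronger than a set level, cut at about -70% in these data; inconclusive means activity change between two set negative limits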; further: on the % scale 0 is the no-effect control and ±100 the full control effect
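TSHR-expressing cells were treated with compounds, then stimulated with TSH at EC80 (4nM final) for 2 hours at 37 deg C. Cellular cAMP was measured by HTRF competition between lysate cAMP and cAMP-d2 for a cryptate-labelled anti-cAMP antibody.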
Chronic BCR inh: chronic active BCR signaling inhibition; ABC-DLBCL IkBa-CBG/CBR reporter, luminescence ratio, 4 h; Potency, µM (doses to about 46.1 µM), inactives show at the highest dose ratio change, negative = lower green/red ratio, usual class: inhibitors; 340,000 tested, 0.05% active; active means well fitted inhibition curve with a large enough effect in the signal ratio, with a control signal flat, not every such curve was filed as active; inconclusive means small, poorly fitted or top-dose-only effect, or effect the other way, or a change in a side signal; the % refers to the signal ratio;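 further: potency means the concentration at half of the fitted maximal effect; plate controls were basal doxycycline-induced cells for no effect and cells given 10 µM MG132 for full effect; MG132 reads +100%, hits lower the ratio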
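Concentration-response series (up to 46 uM) were applied to TMD8 dual-reporter cells for 4 h at 37C with doxycycline. Green/red ratio, after filter-overlap correction, defined %Activity; red signal alone was normalised to basal cells and zero luminescence.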
B2AR arrestin: agonists driving beta-arrestin recruitment to human beta2-adrenergic receptor. P07550. beta-arrestin recruitment to beta2AR, cell-based reporter. Potency, µM (doses to about 46.1 µM), without a hit: at the highest dose activation, usual class: activators. 330,000 tested, 0.02% active. AID 492947;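 further: potency means the concentration at half of the fitted maximal effect; 0% = DMSO controls and full agonism = EC100 isoproterenol or metaproterenol; nearly all actives have a fitted effect of over 65% in size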
ELG1 DNA repair: ELG1-dependent DNA repair inhibition; HEK293T ELG1-luciferase reporter, luminescence, 16 h; DNA damage induced by 5-fluorouridine; Potency, µM (top dose mostly 46.1 µM), without a hit: at the top dose activity change, negative = inhibition, usual class: inhibitors; 330,000 tested, 2.3% active; AID 504467; further: potency means the concentration at half of the fitted maximal effect; on the % scale 0 is the no-effect control and ±100 the full control effect; nearly all actives have a fitted effect of over 55% in size
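HEK293T cells expressing luciferase-tagged ELG1 (2,000/well) received 5-Fluorouridine plus compound or DMSO for 16 hr at 37 °C. Luciferase was read by ONE-Glo luminescence after 30 min at room temperature.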
Mito fusion yeast: blocks mitochondrial division or promotes mitochondrial fusion; Potency, µM (series often up to 46.1 µM), for the others: top-dose growth rescue (activation), most hits filed as activators; AID 485298; 320,000 tested, 0.23% active; S. cerevisiae fusion-defective mutant growth rescue, CellTiterGlo 48 h;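 further: potency means the concentration at half of the fitted maximal effect; % of control where 0% means no effect; nearly all actives have a fitted effect of over 45% in size; temperature-sensitive fusion mutants such as fzo1-1 at 37 °C on non-fermentable ethanol glycerol medium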
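Compounds are tested for their ability to restore growth of mitochondrial fusion-defective yeast strains at non-permissive 37C in YPEG medium over 48 hours. Viability is quantified by luciferase luminescence.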
TCR activator: activates T cell receptor signaling | Potency, µM (titrated, usually from 9.22 µM), for the others: top-dose activation of IL-2 secretion, usual class: activators | 330,000 tested, under 10 active | AID 504894 | primary human leukocytes, anti-CD3, IL-2 HTRF, 48 h; further: % of control where 0% means no effect
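Readout: HTRF IL-2, Eu-cryptate/d2 antibody pair, 320nm excitation, 665nm emission. Stimulus: a-CD3 beads, no co-stimulation. Cells: primary human leukocytes. Exposure: 48 hr with compound.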
USP2a block: inhibitors of human ubiquitin-specific protease USP2a | 330,000 tested, 0.01% active | O75604 | USP2 core, Ub-CHOP2 coupled fluorogenic reporter, 485/531 | Potency, µM (doses to about 38.3 µM), inactives show at the highest dose activity change, negative = inhibition, actives largely listed as inhibitors;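 further: potency means the concentration at half of the fitted maximal effect; plate controls were DMSO wells for no effect and full inhibition by NEM control for full effect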
Target sequence (O75604 whole entry, looked up): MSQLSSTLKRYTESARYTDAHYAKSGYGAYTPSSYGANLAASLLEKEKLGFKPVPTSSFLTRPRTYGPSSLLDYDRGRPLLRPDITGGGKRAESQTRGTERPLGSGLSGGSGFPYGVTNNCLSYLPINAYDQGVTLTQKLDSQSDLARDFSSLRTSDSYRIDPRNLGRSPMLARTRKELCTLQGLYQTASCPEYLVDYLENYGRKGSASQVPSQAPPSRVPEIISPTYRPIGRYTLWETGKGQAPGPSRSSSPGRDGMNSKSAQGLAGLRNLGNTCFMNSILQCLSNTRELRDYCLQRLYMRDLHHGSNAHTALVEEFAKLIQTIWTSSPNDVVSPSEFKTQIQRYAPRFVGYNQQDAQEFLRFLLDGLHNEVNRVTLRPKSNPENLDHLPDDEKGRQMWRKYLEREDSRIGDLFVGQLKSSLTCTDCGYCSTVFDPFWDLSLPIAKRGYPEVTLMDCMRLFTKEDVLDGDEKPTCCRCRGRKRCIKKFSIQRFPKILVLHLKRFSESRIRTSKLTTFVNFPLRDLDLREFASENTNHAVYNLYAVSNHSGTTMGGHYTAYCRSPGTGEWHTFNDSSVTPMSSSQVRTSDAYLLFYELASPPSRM
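USP2 core (10nM final) preincubated 30min RT with compound in 20mM Tris-HCl pH 8.0, 2mM CaCl2, 2mM beta-mercaptoethanol, 0.05% CHAPS; 25nM Ub-CHOP2 plus 25nM reporter substrate added, fluorescence (Ex485/Em531) read after 60min.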
Eya2 phos inh: inhibitors of human Eya2 phosphatase activity; O00167; recombinant Eya2, OMFP fluorescence dephosphorylation (OMFP is methylfluorescein phosphate); Potency, µM (series often up to 76.9 µM), for inactives: at the top dose activity, negative = inhibition, most hits filed as inhibitors; 330,000 tested, 0.006% active; AID 488837; further: potency means the concentration at half of the fitted maximal effect; on the % scale 0 is the no-effect control and ±100 the full control effect
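Eya2 protein (added as 0.2 uM solution) was preincubated with compound for 10 min at ambient temperature in 50 mM HEPES pH 7.5, 50 mM NaCl, 5 uM MgCl2, 0.05% BSA, 1 mM DTT. OMFP (added at 50 uM) then reacted 10 min; fluorescence read at 485/525 nm.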
Tb PFK block: T. brucei PFK enzyme inhibition; T. brucei PFK, ADP-Glo luminescence; 330,000 tested, 0.17% active; O15648; AID 485367; Potency, µM (highest dose often 57.5 µM), for inactives: top-dose activity, negative = inhibition, most hits filed as inhibitors;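 further: potency means the concentration at half of the fitted maximal effect; 0% = uninhibited 1x PFK enzyme wells and -100% = no-enzyme wells; nearly all actives have a fitted effect of over 60% in size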
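1.25 nM PFK with 0.5 mM F6P and 0.1 mM ATP in 0.1 M TEA pH 8.0, 5 mM MgCl2, incubated 45 min at room temperature; ADP measured by ADP-Glo luminescence; compounds titrated up to 57 uM.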
Starred values were filed as active, the others as inactive; ? = inconclusive; nt = no result given; [ ] = dose if it differs, or a comment. Unless noted, the call rests on the fitted dose curve; in most records, active means well fitted curve in the direction sought with a large enough effect; inconclusive means small, poorly fitted or top-dose-only effect, or another doubt; inactive means no such curve, though single readings can be large; an effect the other way counts as inactive or inconclusive. Compounds as they come; any-hit rate near 3%.

SMILES	uPA surface inh	PTAP TSG101 blk	TSHR antag	Chronic BCR inh	B2AR arrestin	ELG1 DNA repair	Mito fusion yeast	TCR activator	USP2a block	Eya2 phos inh	Tb PFK block
CCSc1nnc2c(n1)OC(C)(C)Nc1ccccc1-2	-2%	-5%	3	0%	-0.2%	?	-3%	11%	2%	-9%	1%
CCOC(=O)c1c(C)[nH]c(C(=O)N2CCCC(C(=O)c3cccc(OC)c3)C2)c1C (stereo unspecified)	14%	-1%	4	?	-0.3%	-3%	3%	0%	1%	-7%	5%
CN(C)c1ccc(NC(=O)/C=C/c2ccccc2Cl)cc1	-4%	-5%	-2	?	-1.0%	?	-1%	12%[46.1 µM]	0%	0%	5%
Cc1ccccc1NC(=S)N1CCCN(Cc2ccc(F)cc2)C1	7%	1%	-16	?	0.2%	-9%	-4%	-5%	1%	-2%	6%
Cc1ccccc1OCC(=O)N/N=C/c1ccc([N+](=O)[O-])o1	?	-7%	-3	?	0.0%	?	10%	-1%[46.1 µM]	2%	-5%	4%
CC(=O)N1CC(=O)N=C1SCC(=O)Nc1nc(C)c(-c2ccccc2)s1	-8%	1%	-14	?	3.7%	?	-2%	6%	-14%	5%	-4%
C/C(=N\NC(=O)c1cccc(F)c1)c1ccc(NC(=O)Cc2ccccc2)cc1	-2%	1%	5	?	-0.2%	?	-1%	-9%	-1%	4%	-8%
Cc1nc(NC(=O)CSc2ccc(-c3nc4ccccc4[nH]3)cn2)sc1C	2%	-6%	-9	-4%	-0.9%	?	-5%	3%[46.1 µM]	-1%	-18%	1%
CCOC(=O)Cc1csc(SCc2cc(=O)oc3cc(O)ccc23)n1	1%	-1%	-6	?	-0.9%	-1%	-5%	1%[46.1 µM]	0%	7%	-1%
Cc1ccc(Nc2nc(N)nc(CN3CCN(Cc4ccc5c(c4)OCO5)CC3)n2)cc1	-13%	-3%	7	1%	4.1%	?	-1%	1%	2%	-15%	2%
CCOC(=O)CCCNC(=O)c1cncc(Br)c1	nt	0%	-2	?	0.3%	?	3%	3%	0%	-3%	1%
COc1ccc2[nH]c(C(=O)N/N=C/c3ccccc3OC)cc2c1	?	0%	-5	?	0.5%	?	-6%	3%	-8%	0%	1%
CCOC(=O)C(=O)Nc1ncc(Cl)s1	1%	3%	4	5%	-0.4%	0%	-4%	-1%	1%	14%	1%
O=C(c1ccco1)N1CCCN(Cc2nc(-c3ccc4c(c3)OCO4)no2)CC1	-1%	-4%	9	-11%	?	6%	2%	-4%	6%	-16%	-5%
Cc1cccc(C(=O)OCC(=O)c2c(N)n(CC(C)C)c(=O)n(C)c2=O)c1O	-7%	1%	-8	?	-0.1%	?	5%	5%	-1%	-18%	1%
Cc1ccc(S(=O)(=O)NCC(=O)N2CCN(c3ccccc3F)CC2)cc1	-5%	0%	-2	0%	0.2%	0%	6%	-1%[46.1 µM]	0%	2%	-1%
O=C(CNS(=O)(=O)c1ccccc1)N1CCN(C(=O)c2ccco2)CC1	2%	-1%	8	1%	-0.9%	12%	7%	-6%	-1%	4%	0%
CCNC(=O)COC(=O)/C=C/c1ccccc1[N+](=O)[O-]	2%	-5%	2	?	7.9%	28%	-3%	2%	0%	-5%	0%
Cn1c(=O)c2c(nc(NCc3ccco3)n2C/C=C/c2ccccc2)n(C)c1=O	-14%	-5%	-11	-2%	-0.2%	4.6µM*	3%	3%	4%	0%	-8%
Nc1c(C(=O)O)cnn1-c1ccccc1	-1%	-7%	12	?	0.0%	-5%	-3%	-6%	4%	-6%	-9%
O=C(Nc1ccc2c(c1)OCCO2)C1CCN(c2nnnn2-c2ccccc2)CC1	-1%	-7%	9	-7%	-1.1%	?	2%	-5%	-3%	-20%	0%
O=C(c1ccc(-n2cccn2)cc1)N1CCN(c2ncccc2C(F)(F)F)CC1	3%	-5%	4	-1%	-1.0%	?	1%	-3%	-1%	0%	1%
O=C1CN(C(=O)COC(=O)c2ccccc2NC(=O)c2ccco2)c2ccccc2N1	0%	-2%	1	-2%	-0.1%	-8%	-1%	0%	-6%	-32%	7%
CN(C)CCCN(C(=O)c1ccco1)c1nc2ccc(Br)cc2s1	6%	-1%	3	?	-0.8%	?	-13%	3%	1%	4%	-5%
Cc1ccccc1C(=O)NC[C@@H]1CCCN2CCCC[C@H]12	7%	-4%	-5	?	-0.2%	-2%	-5%	-17%	-1%	6%	9%

One compound at a time, as listed above.
`CCOC(=O)c1c(C)[nH]c(C(=O)N2CCCC(C(=O)c3cccc(OC)c3)C2)c1C` (stereo unspecified) as listed: uPA surface inh: 14%; PTAP TSG101 blk: -1%; TSHR antag: 4; Chronic BCR inh: ?; B2AR arrestin: -0.3%; ELG1 DNA repair: -3%; Mito fusion yeast: 3%; TCR activator: 0%; USP2a block: 1%; Eya2 phos inh: -7%; Tb PFK block: 5%
`CCOC(=O)C(=O)Nc1ncc(Cl)s1` as listed: uPA surface inh: 1%; PTAP TSG101 blk: 3%; TSHR antag: 4; Chronic BCR inh: 5%; B2AR arrestin: -0.4%; ELG1 DNA repair: 0%; Mito fusion yeast: -4%; TCR activator: -1%; USP2a block: 1%; Eya2 phos inh: 14%; Tb PFK block: 1%

(list continues)
SMILES	uPA surface inh	PTAP TSG101 blk	TSHR antag	Chronic BCR inh	B2AR arrestin	ELG1 DNA repair	Mito fusion yeast	TCR activator	USP2a block	Eya2 phos inh	Tb PFK block
Cc1cc(=O)oc2cc(NS(=O)(=O)c3ccccc3)ccc12	-1%	1%	-7	1%	0.5%	-28%	4%	-49%	1%	6%	2%
COC(=O)c1ccccc1N1C(=O)C2C(C1=O)[C@H]1C=C[C@@H]2C1 (stereo partly specified)	7%	-2%	0	?	2.8%	-1%	-1%	0%	0%	5%	0%
Cc1ccc(OCC(=O)N(Cc2ccccc2)c2c(N)n(Cc3ccccc3)c(=O)[nH]c2=O)c(C)c1	-3%	-4%	2	-5%	0.1%	-3%	-7%	0%	-3%	-23%	0%
Cc1nc2oc3ccc(F)cc3c(=O)c2cc1C(=O)NC(C)(C)C	-6%	1%	-8	0%	-0.2%	?	-3%	-2%	0%	-8%	6%
CCNc1nc(NCC)nc(N(C)N)n1	-4%	-2%	10	-13%	0.6%	-2%	-14%	-14%	1%	?	0%
CC(=O)Nc1ccc(SCc2c(C)noc2C)cc1	13%	-7%	-4	-3%	-0.1%	20%	7%	2%	-1%	1%	-4%
CCC(=O)N(Cc1ccco1)c1nc(-c2cc(OC)ccc2OC)cs1	6%	-3%	-34	0%	0.1%	4%	-1%	6%[46.1 µM]	2%	2%	3%
O=C(CSc1nc2ccc([N+](=O)[O-])cc2[nH]1)NC1CCCCCC1	-6%	-1%	-35	?	0.1%	16µM*	11%	0%[46.1 µM]	0%	-18%	1%
CCC(OC(=O)c1ccco1)C(=O)NCc1ccc(OC)cc1 (stereo unspecified)	1%	3%	1	5%	-0.2%	4%	-7%	-3%	4%	5%	1%
COC(=O)c1cccc(S(=O)(=O)N2CCC(c3nc4ccccc4o3)CC2)c1	7%	-3%	-14	-2%	-0.1%	?	0%	2%[46.1 µM]	3%	10%	0%
CCN(CC)CCCCCC(=O)Nc1ccccc1C(=O)Nc1ccccc1	0%	-3%	-1	3%	0.0%	7%	2%	nt	2%	-5%	-4%
Nc1nc(-c2ccc(F)cc2)cc(C(F)(F)F)n1	-6%	-5%	-7	2%	0.4%	0%	0%	5%	4%	11%	1%
CCS(=O)(=O)N1Cc2ccccc2CC1C(=O)Nc1cccc(C)c1 (stereo unspecified)	3%	-3%	-7	?	0.3%	?	2%	8%	4%	-3%	2%

Screening results: PubChem, National Center for Advancing Translational Sciences (NCATS)
